# Screening data as filed in PubChem BioAssay.
# NOD2 RIPK2 PPI – NOD2-RIPK2 binding disruptors in cells, primary screen, fluorescence, CHO cells, BLA complementation; Receptor-interacting serine/threonine-protein kinase 2 (Homo sapiens), O43353; CCF4 ratio; inhibition, % at 4.98 µM; actives 0.38% (n = 360,000); in the data active = inhibition above about 21%;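 note: 0% = vehicle only and 100% = reference blocker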
# NCOA2 inhibitor – inhibition of GAL4-SRC2 driven luciferase reporter, primary screen, SRC2 inhibitor project, cell-based, luminescence. Nuclear receptor coactivator 2 (Homo sapiens), Q15596. HEK293 GAL4-SRC2 luciferase reporter. inhibition, % at 9 µM. actives 0.17% (n = 370,000). AID 651957, 2012;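 active = inhibition above the mean inhibition of all tested compounds plus 3 SD, set per campaign, cut at about 52% in these data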;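 note: 0% = DMSO treated cells and 100% = cells given Gossypol at 36 µM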
# TROY signal inh – inhibitors of TROY-driven NF-kB signaling, primary screen, Q293 LMP1-TROYcd cells, NF-kB luciferase, uHTS | Q293 LMP1-TROYcd NF-kB luciferase reporter, 4 h | inhibition, % at 10 µM | actives 0.98% (n = 360,000) | AID 1347056, 2019;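 active = compounds whose plate-normalised and pattern-corrected inhibition of the luciferase reporter signal at the single screening dose is 50% or more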
# NR5A2 inv ag – LRH-1 (NR5A2) inverse agonists, primary screen, cell-based, luminescence, HEK293T, StAR-luciferase reporter. actives 0.13% (n = 360,000). inhibition, % at 3.6 µM. Nuclear receptor subfamily 5 group A member 2 (Homo sapiens), O00482. AID 602396, 2012. LRH-1 transfected, 24 h;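 active = inhibition above the mean inhibition of all tested compounds plus 3 SD, cut at about 73% in these data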;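 note: 0% = DMSO wells and 100% = reporter-only cells lacking LRH-1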
# ABHD5 PLIN5 PPI – ABHD5-PLIN5 interaction inhibitors, primary screen, cell lysate, split luciferase complementation, luminescence; Split G. princeps luciferase complementation, 4 h; inhibition, % at 4 µM; Perilipin-5 (Homo sapiens) + 1-acylglycerol-3-phosphate O-acyltransferase ABHD5 (Homo …; actives 0.78% (n = 360,000); AID 602281, 2012;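 active = inhibition above the mean inhibition across every tested compound plus 3 SD, cut at about 22% in these data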;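 note: 0% = DMSO only wells and the 100% control is not disclosed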
# Granule exo inh – LAMP-1 surface exposure blockers, TALL-104 cells – cell-based, flow cytometry, MLPCN library, primary screen. actives 0.66% (n = 360,000). TALL-104 LAMP-1 surface exposure; cells stimulated with thapsigargin and PMA. AID 651702, 2012. inhibition, % at 10 µM;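 active = inhibition above about 55%, limit read from the data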
# NCOA1 inh – SRC1 coactivator transcriptional activity inhibitors, primary screen, cell-based, luminescence; Nuclear receptor coactivator 1 (Homo sapiens), Q15788; HEK293 GAL4-SRC1 luciferase reporter; inhibition, % at 3.6 µM; actives 0.12% (n = 360,000);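 active = inhibition above the campaign mean plus 3 SD, with each screening campaign given its own cutoff, cut at about 60% in these data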;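 note: 0% = DMSO treated cells and 100% = gossypol at 36 µM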
# Target sequence (Q15788 whole entry, looked up, the tested form may be a part): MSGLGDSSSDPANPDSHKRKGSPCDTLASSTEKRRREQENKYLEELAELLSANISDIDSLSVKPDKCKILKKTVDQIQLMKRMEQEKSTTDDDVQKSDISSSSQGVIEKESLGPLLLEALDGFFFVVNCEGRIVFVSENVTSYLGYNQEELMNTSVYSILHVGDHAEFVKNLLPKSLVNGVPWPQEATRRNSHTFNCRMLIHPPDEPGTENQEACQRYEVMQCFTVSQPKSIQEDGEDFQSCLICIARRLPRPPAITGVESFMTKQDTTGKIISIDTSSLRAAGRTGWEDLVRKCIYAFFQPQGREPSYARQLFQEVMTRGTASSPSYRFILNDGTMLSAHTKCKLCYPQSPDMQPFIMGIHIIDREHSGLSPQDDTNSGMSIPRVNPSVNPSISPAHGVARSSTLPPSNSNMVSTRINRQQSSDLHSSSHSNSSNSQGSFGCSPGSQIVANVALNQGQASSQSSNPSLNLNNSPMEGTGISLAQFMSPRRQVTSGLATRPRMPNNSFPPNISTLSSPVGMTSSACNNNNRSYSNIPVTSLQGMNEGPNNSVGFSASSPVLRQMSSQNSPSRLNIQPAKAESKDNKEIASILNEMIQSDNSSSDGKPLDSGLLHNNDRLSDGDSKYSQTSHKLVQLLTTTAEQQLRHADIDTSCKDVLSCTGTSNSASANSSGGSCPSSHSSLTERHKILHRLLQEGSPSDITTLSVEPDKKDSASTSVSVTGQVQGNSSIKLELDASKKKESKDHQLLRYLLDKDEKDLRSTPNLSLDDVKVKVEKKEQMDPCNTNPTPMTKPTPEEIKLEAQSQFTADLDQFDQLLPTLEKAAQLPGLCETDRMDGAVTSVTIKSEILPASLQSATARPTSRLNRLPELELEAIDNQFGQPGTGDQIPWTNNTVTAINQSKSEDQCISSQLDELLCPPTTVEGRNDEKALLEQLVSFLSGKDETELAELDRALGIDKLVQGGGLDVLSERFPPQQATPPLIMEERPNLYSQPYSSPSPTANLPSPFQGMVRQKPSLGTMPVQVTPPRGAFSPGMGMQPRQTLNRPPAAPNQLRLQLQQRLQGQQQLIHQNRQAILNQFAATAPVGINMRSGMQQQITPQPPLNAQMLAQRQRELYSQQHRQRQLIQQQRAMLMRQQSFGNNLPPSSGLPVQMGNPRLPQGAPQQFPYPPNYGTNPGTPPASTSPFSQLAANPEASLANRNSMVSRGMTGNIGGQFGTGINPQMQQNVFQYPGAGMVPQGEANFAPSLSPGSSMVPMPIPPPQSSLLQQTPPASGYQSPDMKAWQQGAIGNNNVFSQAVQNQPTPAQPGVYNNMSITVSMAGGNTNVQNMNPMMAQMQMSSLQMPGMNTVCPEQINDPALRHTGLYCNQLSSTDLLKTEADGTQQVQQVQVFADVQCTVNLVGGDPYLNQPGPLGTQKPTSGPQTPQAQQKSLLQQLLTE
# TLR9-MyD88 inh – inhibitors of TLR9-MyD88 association in cells, primary screen, cell-based, CHO, BLA complementation, fluorescence | AID 504734, 2011 | Toll-like receptor 9 (Homo sapiens) + Myeloid differentiation primary response protein … | inhibition, % at 4.98 µM | CCF4 FRET ratio | actives 0.21% (n = 340,000);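 active = inhibition above the mean over all tested compounds plus 3 SD, cut at about 21% in these data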;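 note: 0% = DMSO only wells and 100% = clavulanate BLA inhibitor control wells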
# TWEAK-Fn14 inh – inhibitors of TWEAK-Fn14 signaling, primary screen, luciferase reporter cells, uHTS | TWEAK-stimulated Fn14 reporter cells, luciferase luminescence, 8 h | inhibition, % at 10 µM | actives 2% (n = 360,000); in the data active = inhibition above about 50%
# SRC3 inh – SRC3 coactivator transcriptional activity inhibitors, primary screen, cell-based, luminescence; Nuclear receptor coactivator 3 (Homo sapiens), Q9Y6Q9; inhibition, % at 3.6 µM; HEK293 GAL4-SRC3 luciferase reporter; actives 0.17% (n = 360,000);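 active = inhibition above a per-campaign cutoff, the mean of all compounds plus 3 SD, cut at about 60% in these data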;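 note: 0% = DMSO-treated cells and 100% = gossypol-treated cells at 36 µM; higher means less SRC3-driven luciferase light from the GAL4 reporter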
# NR2F2 inh – NR2F2 transcriptional activity inhibitors, primary screen, cell-based, luciferase reporter, HEK293T, luminescence; COUP transcription factor 2 (Homo sapiens), P24468; HEK293T NGFI-A luciferase reporter; inhibition, % at 8.6 µM; actives 0.7% (n = 370,000);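 active = inhibition above a per-plate cutoff, mean inhibition of test wells between control levels plus 3 SD, cut at about 38% in these data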;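 note: cells cotransfected with COUP-TFII expression vector driving the NGFI-A reporter; 0% = median of COUP-TF2 test wells and 100% = reporter-only cells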
# * hit, by the source's call; nt = no result given; & = joins results of further samples.
SMILES,NOD2 RIPK2 PPI,NCOA2 inhibitor,TROY signal inh,NR5A2 inv ag,ABHD5 PLIN5 PPI,Granule exo inh,NCOA1 inh,TLR9-MyD88 inh,TWEAK-Fn14 inh,SRC3 inh,NR2F2 inh
CC(=O)Oc1ccc(-c2ccc(C(=O)NCCc3ccc(S(N)(=O)=O)cc3)cc2)cc1,-5,17,-9,-1,-5,2,8,-12,-4,12,-20
CCN(CC)C(=O)Cn1cc(C(=O)C(=O)N2CCc3ccccc32)c2ccccc21,-10,-3,6,11,-7,-1,9,7,9,11,1
Cc1ccc(-c2cc(C(=O)N(C)Cc3cnn(C)c3C)c3cc(Br)ccc3n2)cc1,20,17,-26,-20,3,0,17,0,26,27,-1
COc1ccccc1C(=O)O/N=C1/CCCc2c1ccc(OC)c2[N+](=O)[O-],0,12,-11,19,3,-1,1,1,-2,1,9
CS(=O)(=O)N(CC(=O)N1CCN(c2ccccc2)CC1)c1cc(C(F)(F)F)ccc1Cl,0,19,-4,-3,1,-2,-9,10,6,17,2
Cc1cc(NC(=O)/C(C#N)=C/c2ccco2)n(-c2ccccc2)n1,-6,-7,16,7,0,2,-12,-4,-15,26,1
N#Cc1ccc(CSc2ccc(S(=O)(=O)N3CCCCCC3)cn2)cc1,-14,-15,11,3,-10,0,-17,-7,-10,-7,-7
COc1ccccc1C(=O)NCCn1cc(SCC(=O)NCc2ccco2)c2ccccc21,7,-2,0,-29,-1,-2,1,-5,8,3,-17
COc1ccc2c(COC(=O)CNS(=O)(=O)c3ccc(C)c(C)c3)cc(=O)oc2c1,7,9,-1,-26,-11,-6,-12,-9,6,-16,-6
CCCCCOC(=O)C1=C(C)N(C)C(=O)NC1c1cc(Br)c(O)c(OC)c1 (stereo not given),0,-8,19,0,0,2,-11,-1,2,19,8
COc1ccc(S(=O)(=O)N2CCOCC2)cc1NC(=O)CSc1nc(C)c(C)c(C)n1,-3,-6,4,-18,-17,0,-38,-16,-1,-7,-12
COc1ccc(S(=O)(=O)NC2CCCC2)cc1Br,-2,-6,0,12,-5,-1,-13,3,8,-6,-10
CN(C)c1ccc(/C=C(\C#N)C(=O)c2ccccc2)cc1,-1,-3,2,-23,6,-5,-19,11,-2,3,1
CNc1ccccc1NC(=O)C1CCCN1C(=O)OCc1ccccc1 (stereo not given),-24,6,1,7,-2,0,-27,2,6,-3,-7
COc1ccc(C2=NC(=O)NC2c2ccc(OC)cc2)cc1 (stereo not given),3,-6,-2,-1,-1,-8,-4,-3,5,18,0
Cc1ccc(-c2ccc(/C=N\NC(=O)c3cc4c(ccc5ccccc54)o3)o2)cc1[N+](=O)[O-],7,-17,-23,8,1,0,-2,-3,8,-3,-7
CSc1nnc([C@@H](NC(=O)OC(C)(C)C)C(C)C)o1,2,5,-3,-1,-3,-1,9,2,-17,7,10
CCCCCn1c(CCCNC(=O)CC)nc2ccccc21,2,13,-2,-1,3,-1,14,0,5,10,-4
COC(=O)c1ccc2[nH]c(C)cc(=O)c2c1,4,-18,nt,9,2,-3,2,-2,4,5,-14
C#CCNC(=O)C1=C[C@@H](c2csc3ccccc23)C[C@@H](OCc2ccc(CO)cc2)O1,3,0,10,-6,2,-9,-9,-5,7,9,10
CCOC(=O)c1c(C)[nH]c(C)c1C(=O)CSc1nc2ccccc2c(=O)n1-c1ccc(Cl)cc1,-8,8,14,-6,0,3,19,1,39,-1,22
Cc1c(NC(=O)C(C)N2C(=O)C3CCCCC3C2=O)c(=O)n(-c2ccccc2)n1C (stereo not given),-3,-5,-3,9,0,-3,2,4,14,-3,-15
COc1ccc(OCc2cc(C(=O)N3C[C@@H](C)O[C@@H](C)C3)no2)c(Cl)c1,-8,-25,-44,-37,3,0,-44,-9,-32,-29,-33
N/C(=N\OC(=O)Cc1ccccc1)c1ccccn1,-3,-47,-57,-59,5,-1,-46,-9,4,-51,-28
O=C(c1ccccc1)c1c[nH]c2cc3c(cc2c1=O)OCCO3,1,-30,-47,-25,-3,-1,-41,-3,4,-32,-7

# Copied from the listing, four compounds:
SMILES,NOD2 RIPK2 PPI,NCOA2 inhibitor,TROY signal inh,NR5A2 inv ag,ABHD5 PLIN5 PPI,Granule exo inh,NCOA1 inh,TLR9-MyD88 inh,TWEAK-Fn14 inh,SRC3 inh,NR2F2 inh
CC(=O)Oc1ccc(-c2ccc(C(=O)NCCc3ccc(S(N)(=O)=O)cc3)cc2)cc1,-5,17,-9,-1,-5,2,8,-12,-4,12,-20
CCN(CC)C(=O)Cn1cc(C(=O)C(=O)N2CCc3ccccc32)c2ccccc21,-10,-3,6,11,-7,-1,9,7,9,11,1
Cc1ccc(-c2cc(C(=O)N(C)Cc3cnn(C)c3C)c3cc(Br)ccc3n2)cc1,20,17,-26,-20,3,0,17,0,26,27,-1
COc1ccccc1C(=O)O/N=C1/CCCc2c1ccc(OC)c2[N+](=O)[O-],0,12,-11,19,3,-1,1,1,-2,1,9

# In the list so far, three contain an NH in an aromatic ring.
SMILES,NOD2 RIPK2 PPI,NCOA2 inhibitor,TROY signal inh,NR5A2 inv ag,ABHD5 PLIN5 PPI,Granule exo inh,NCOA1 inh,TLR9-MyD88 inh,TWEAK-Fn14 inh,SRC3 inh,NR2F2 inh
COC(=O)c1ccc2[nH]c(C)cc(=O)c2c1,4,-18,nt,9,2,-3,2,-2,4,5,-14
CCOC(=O)c1c(C)[nH]c(C)c1C(=O)CSc1nc2ccccc2c(=O)n1-c1ccc(Cl)cc1,-8,8,14,-6,0,3,19,1,39,-1,22
O=C(c1ccccc1)c1c[nH]c2cc3c(cc2c1=O)OCCO3,1,-30,-47,-25,-3,-1,-41,-3,4,-32,-7

# Next records follow:
SMILES,NOD2 RIPK2 PPI,NCOA2 inhibitor,TROY signal inh,NR5A2 inv ag,ABHD5 PLIN5 PPI,Granule exo inh,NCOA1 inh,TLR9-MyD88 inh,TWEAK-Fn14 inh,SRC3 inh,NR2F2 inh
CC1(C(=O)NC2CCCCCC2)CCN1C(=O)Cc1ccc(-c2ccccc2)cc1 (stereo not given),1,-8,4,-4,5,11,4,nt,17,-9,16
Cc1cc(=O)oc2cc(OCC(=O)OCC(=O)NCCc3ccccc3)ccc12,-15,-2&7,9,-18,1,6,6,-15,-21,-7,8&-6
CCOC(=O)c1c(-c2ccccc2)nnn1-c1nc(OC)nc(N2CCOCC2)n1,-1,-14,8,12,0,0,8,-1,5,6,-10
COc1ccccc1NS(=O)(=O)c1cc(N2Cc3ccccc3C2=N)ccc1N1CCOCC1,4,19,-11,3,8,11,-6,-7,3,15,-4
COC(=O)c1sc(N2C(=O)C(O)=C(C(=O)c3ccc(C)o3)C2c2ccc(OC)c(OC)c2)nc1C (stereo not given),-3,0,-19,-13,-13,9,-15,1,-16,-36,0
COc1ccc(CCNC(=O)C2=CC=CN3CCS(=O)(=O)N=C23)cc1,9,18,5,2,0,2,-1,-4,10,-7,-17
Cc1cccc2nc3ccccc3cc12,3,-12,-29,-9,-6,-7,-11,0,-60,-2,-10
COc1ccc(OC)c(NC(=O)c2ccc(-c3csc(C)n3)cc2)c1,-12,-39,-44,-33,0,2,-30,-15,-55,-12,7
O=C(Nc1ccc(S(=O)(=O)N2CCCCC2)cc1)C1CCN(C(=O)c2ccco2)CC1,0,-5,26,0,6,-11,8,-5,9,-8,-9
CCOC(=O)C1(Cc2ccc(OC)cc2)CCN(C(=O)CCN2CCCC2=O)CC1,2,-56,-11,-6,-4,-1,-10,-4,-2,0,-8
COc1ccc2[nH]c3nc(SCC(=O)NNC(=O)c4ccc(OC)c(OC)c4)nnc3c2c1,3,6,-34,12,4,1,-14,-5,-8,4,1
CC(=O)c1cccc(NC(=O)NNC(=O)c2ccc(Cl)cc2Cl)c1,-2,18,5,-15,2,-3,18,-3,15,26,16
CC(C)N(C(=O)CSc1ccc(S(=O)(=O)N2CCCCC2)cn1)c1ccccc1,-12,23,9,24,0,-5,-3,-2,20,9,-6
O=C(Nc1ccccc1)OCCOc1ccccc1Br,-3,-58,-33,-70,-2,7,-30,-1,-41,-36,-35
CCCC(=O)C1=C(O)C(C(=O)OC)C(C)(C)CC1=NCCc1ccc(OC)c(OC)c1 (stereo not given),2,-18,-2,16,-2,2,1,3,-29,2,0
CC(Nc1oc(-c2ccco2)nc1C#N)c1ccccc1 (stereo not given),0,-8,-12,0,0,5,-6,8,25,4,8
COc1ccccc1C1CC(=O)NC(C)=C1C(=O)OCC1CCCO1 (stereo not given),8,-29,11,11,-1,-6,12,-2,-22,13,-12
c1cnc(N2CCSCC2)nc1,3,-12,9,-31,-1,-1,3,9,0,1,-6
O=C(COC(=O)C1CCN(S(=O)(=O)c2cccs2)CC1)c1ccc2c(c1)OCCO2,-3,-6,6,0,7,1,-4,-6,-4,-14,7
CCOC(=O)c1c(NC(=O)CN2C(=O)NC3(CCCCC3C)C2=O)sc(C)c1CC (stereo not given),-8,3,9,16,-8,10,11,-5,-25,-8,-1
COCCCNC1=C(C#N)C(=O)NC2(CCCC2)S1,-2,25,11,-26,-36,2,-12,5,22,-15,-11
Clc1ccc2oc(-c3cccnc3)nc2c1,-4,-64,-56,-61,-1,-3,-72,5,-9,-47,-28
CSc1nn(-c2ccc(C(=O)OC(C(=O)NC(N)=O)C(C)C)cc2)c(=S)s1 (stereo not given),-12,-12,6,13,-3,0,-1,-2,-8,-16,-12

# Part of the list above, with two lines to a compound:
# Sequence of screens – NOD2 RIPK2 PPI	NCOA2 inhibitor	TROY signal inh	NR5A2 inv ag	ABHD5 PLIN5 PPI	Granule exo inh	NCOA1 inh	TLR9-MyD88 inh	TWEAK-Fn14 inh	SRC3 inh	NR2F2 inh
- O=C(Nc1ccc(S(=O)(=O)N2CCCCC2)cc1)C1CCN(C(=O)c2ccco2)CC1
→ 0	-5	26	0	6	-11	8	-5	9	-8	-9
- CCOC(=O)C1(Cc2ccc(OC)cc2)CCN(C(=O)CCN2CCCC2=O)CC1
→ 2	-56	-11	-6	-4	-1	-10	-4	-2	0	-8

# These rows are one share of the data, so the mix of outcomes need not match the whole.
